eIF4E-4G inh – eIF4E–eIF4G protein interaction inhibitors, primary screen, biochemical, uHTS, TR-FRET, eIF4GI fragment. Eukaryotic translation initiation factor 4E (Mus musculus) + Eukaryotic translation …. TR-FRET eIF4E-eIF4GI(517-606) binding, 2 h. inhibition, % at 21.7 µM. hit rate 0.37% among 220,000. AID 782, 2007;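 further: 0% = full FRET control wells and 100% = background wells lacking eIF4GI fragment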
p47phox inh – p47phox/p22phox peptide binding inhibitors, primary screen, biochemical, uHTS, NADPH oxidase regulatory subunit; Neutrophil cytosol factor 1 (Homo sapiens), P14598; fluorescence polarization, 2 h; inhibition, % at 24.7 µM; hit rate 0.53% among 220,000; AID 1274, 2008;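 further: 0% = p47phox with labelled peptide and 100% = labelled peptide alone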
Target sequence (P14598 whole entry, looked up): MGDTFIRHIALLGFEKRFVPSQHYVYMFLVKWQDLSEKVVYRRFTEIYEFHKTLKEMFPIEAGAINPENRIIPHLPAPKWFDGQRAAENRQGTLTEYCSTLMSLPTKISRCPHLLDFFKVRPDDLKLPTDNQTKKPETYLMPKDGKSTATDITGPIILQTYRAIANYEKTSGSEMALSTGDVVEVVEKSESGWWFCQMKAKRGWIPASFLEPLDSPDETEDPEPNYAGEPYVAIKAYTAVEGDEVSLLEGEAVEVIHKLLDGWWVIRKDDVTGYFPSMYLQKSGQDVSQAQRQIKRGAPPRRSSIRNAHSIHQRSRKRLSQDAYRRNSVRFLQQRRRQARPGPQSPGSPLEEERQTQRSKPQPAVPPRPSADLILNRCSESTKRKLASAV
Furin inh – human furin inhibitors, primary screen, biochemical, fluorescence intensity; inhibition, % at 30 µM; purified furin, fluorogenic substrate cleavage; hit rate 0.061% among 220,000; AID 463115, 2010; P09958; in the data active means inhibition above about 25%; further: inactives centre near -15
thrombin 1536 – human alpha-thrombin inhibitors, primary screen, counter-screen for coagulation protease inhibitor project, biochemical, 1536-well, fluorogenic AMC substrate; hit rate 0.26% among 220,000; Boc-VPR-AMC fluorogenic substrate cleavage; inhibition, % at 5 µM; AID 1046, 2008; Prothrombin (Homo sapiens), P00734;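 active means inhibition at or above 40%; inactive means inhibition below 40%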;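 further: 0% = enzyme with no compound and 100% = wells without enzyme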
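System: Human alpha-thrombin protein | Medium: pH 7.5 Tris (50 mM) with NaCl 150 mM, Tween 20 0.05% | Times: Enzyme reaction carried out at room temperature | Detection: AMC fluorescence, 355/460 nm | Evaluation: Percent inhibition scaled between no-compound controls and no-enzyme blanks | Benchmarks: Enzyme without compound as high, wells lacking enzyme as low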
14-3-3 Bad PPI – inhibitors of 14-3-3 zeta/Bad binding, primary screen, biochemical, TR-FRET, bovine 14-3-3 zeta. TR-FRET 14-3-3zeta/Dy647-pBad peptide displacement, 1 h. inhibition, % at 21.7 µM. hit rate 0.71% among 220,000. AID 781, 2007;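 active means inhibition above about 70%, limit read from the data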;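 further: 0% = full 14-3-3 plus peptide FRET controls and 100% = background without 14-3-3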
Target sequence (P63103 whole entry, looked up): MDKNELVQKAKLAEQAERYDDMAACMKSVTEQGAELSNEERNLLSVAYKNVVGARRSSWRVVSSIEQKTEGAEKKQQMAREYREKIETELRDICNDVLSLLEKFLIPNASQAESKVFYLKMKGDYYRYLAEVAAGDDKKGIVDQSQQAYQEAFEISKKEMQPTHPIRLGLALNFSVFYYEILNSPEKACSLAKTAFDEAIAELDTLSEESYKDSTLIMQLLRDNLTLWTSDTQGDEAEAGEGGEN
Rad51 HR inh – human RAD51 strand exchange inhibitors, primary screen, biochemical, fluorescence; AID 1385, 2008; hRad51 DNA strand exchange, fluorescence dequenching; hit rate 0.085% among 200,000; inhibition, % at 10 µM;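 active means inhibition above 40% at the single screening dose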;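 further: 0% = DMSO control wells and 100% = blanks with heterologous ssDNA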
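material = hRad51 filaments on single-stranded DNA | timing = filaments 15 min 37 °C, then compound 30 min | signal = FRET fluorescence dequenching, excitation 485 nm, emission 520 nm | benchmarks = control wells and blank wells on each plate | evaluation = percent inhibition relative to plate controls and blanks | compound = 10 µM final, single point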
KCC2 mod – KCC2 cotransporter modulators, thallium flux, primary screen, cell-based, HEK293 KCC2, FluoZin-2 fluorescence, MLSMR. KCC2 cells, thallium flux FluoZin-2 fluorescence. hit rate 2.2% among 190,000. AID 1456, 2008. B-score of Tl+ flux slope (higher = more flux/activation; lower = inhibition) at 10 µM. Solute carrier family 12 member 5 (Homo sapiens), Q9H2X9;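 active means thallium flux slope and its plate-corrected score both differing from the plate sample mean at a set confidence after two filtering rounds, in either direction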;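 further: slope of fluorescence scaled to starting intensity during 10 to 20 s after thallium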
EBV gp42 inh – Epstein-Barr virus gp42 inhibitors, primary screen, biochemical, uHTS, fluorescence polarization | hit rate 0.42% among 220,000 | Fluorescence polarization binding assay, mP read-out | inhibition, % (tested at 21.74 µM) | AID 1085, 2008; in the data active means inhibition above about 50%
KLK5 inh – human KLK5 protease inhibitors, primary screen, biochemical, 1536-well. AID 873, 2007. recombinant hK5, fluorogenic AMC substrate cleavage. inhibition, % at 5 µM. hit rate 0.59% among 210,000. Kallikrein-5 (Homo sapiens), Q9Y337;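 active means inhibition of 40% or more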;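 further: 0% = enzyme controls without compound and 100% = no-enzyme blanks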
Target sequence (Q9Y337 67-293 limits assumed): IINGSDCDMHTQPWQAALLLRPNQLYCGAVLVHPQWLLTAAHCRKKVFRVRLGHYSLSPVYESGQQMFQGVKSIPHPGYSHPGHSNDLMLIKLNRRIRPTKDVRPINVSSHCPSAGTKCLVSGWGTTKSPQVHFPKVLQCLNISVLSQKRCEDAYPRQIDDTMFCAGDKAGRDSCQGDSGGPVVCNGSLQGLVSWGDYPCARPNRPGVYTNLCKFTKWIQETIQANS
An asterisk follows results filed as active; . = not tested or not shown; [ ] = dose if it differs, or a comment.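 How the source made its calls, unless noted: active means inhibition above about 30% (limit read from the data); inactive means the rest.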 This is a random part of the collection; about 4.7% have a hit in one of these screens.

Below each compound: eIF4E-4G inh, p47phox inh, Furin inh, thrombin 1536, 14-3-3 Bad PPI, Rad51 HR inh, KCC2 mod, EBV gp42 inh, KLK5 inh
1. CN(C(=O)c1cccc(N2C(=O)C3CC=CCC3C2=O)c1)C1CCCCC1 (stereo not drawn)
→ ., 5, -21, 0, ., -8, 0.01, 2, -2
2. COc1cccc(-c2nc(CS(=O)CC(=O)NCc3ccccc3)c(C)o2)c1 (stereo not drawn)
→ 0[fluorescence artefact?], 0, -17, -4, 10, 2, ., -12, -6
3. O=C(Nc1ccc(Cl)cn1)c1cc2ccccc2o1
→ -4[fluorescence artefact?], -3, -8[20 µM], -11, -1, 4, -1.5, 6, -17
4. CCOC(=O)c1cnc(-n2nc(C)cc2C)nc1NCc1ccccc1
→ 4, -4, 2, -6, -1, 2, ., -8, -13
5. COc1cc(/C=C/CN2CCN(Cc3ccc(C)o3)C(CCO)C2)ccc1O (stereo not drawn)
→ -6, 2, -16, -9, -7, ., -0.18, -9, -5
6. CN(C(=O)CCc1nc2ccccc2s1)c1ccccc1
→ 6, 1, -19[20 µM], -3, 4, 6, ., -16, 17
7. COc1ccc(N/C=C2\C(=O)CCc3c2oc2cc(Cl)c(O)c(Cl)c32)cc1
→ 8, -21, 3, 5, 25, -261, -1, 50, -2
8. c1ccc(NC2=Nc3ccccc3CC2)cc1
→ -9, 1, -7[20 µM], 2, -5, -1, -0.39, -5, -16
9. CC(C)OC(=O)/C(=C\C=C\c1ccccc1)NC(=O)c1ccccc1
→ -2[fluorescence artefact?], 7, -23[20 µM], -8, 18[fluorescence artefact?], 8, ., 4, -2
10. O=C(O)C1CCCN1S(=O)(=O)c1cc(Cl)ccc1Cl (stereo not drawn)
→ 10, -4, -12, -3, -6[fluorescence artefact?], 0, ., 4, -6
11. COc1cc(/C=N/NC(=O)c2ccc(CSc3nncn3C)cc2)cc(OC)c1O
→ 10, -13, -4, -11, -12, -12, 0.67, -4, -3
12. O=C(CN1CCCC1)N1CCCc2ccccc21
→ 0, 0, -20, 1, 27, -15, 0.11, -14, -3
13. Cc1ccc(S(=O)(=O)Nc2ccc(C(N)=O)cc2)cc1[N+](=O)[O-]
→ 1, -19, -21, 0, -2, 3, -0.23, -7, 4
14. O=C(NCc1ccco1)c1cccn2c(=O)c3c4c(sc3nc12)CCCC4
→ -9, -23, -28, -10, 4, ., ., 9, -19
15. COc1ccc(/C=C/C(=O)Nc2ccccc2C(=O)O)cc1
→ 0, 1, -2, ., 1, 4, -2.1, -19, -3
16. O=C(NCCc1c[nH]c2ccccc12)C1CCC(Cn2c(=S)[nH]c3ccccc3c2=O)CC1 (stereo not drawn)
→ -29, -8, -11[20 µM], -2, -10, -2, 0.64, 0, -2
17. CC(=NC(C)C)C1=C(O)CCC1=O
→ 0, -6, -11, 5, -2, 3, 1.2, -18, -6
18. O=C(O)CCSC(=S)N1CCOCC1
→ -8, -7, -18, 4, -2, 12, 1.5, 15, 0
19. N#CC1=C(N)Oc2cc3ccccc3cc2C1c1cccs1 (stereo not drawn)
→ 2, -24, -23[20 µM], -2, -4, 3, -0.41, 3, 0
20. CC(=O)Oc1cc2oc(=O)c3c(c2cc1Cl)CCC3
→ 16, -5, -91, -1, 13, 3, 0.071, -18, -17
21. Cc1ccc(N(CC(=O)N/N=C/c2ccc(OC3CSC3)cc2)S(=O)(=O)c2ccccc2)cc1
→ -6[fluorescence artefact?], -14, -12, -3, -2, ., ., 1, -10
22. Cc1ccnc(N2CCC(C(=O)Nc3ccc(Oc4ccccc4)cc3)CC2)n1
→ 4[fluorescence artefact?], -7, -24, 1, 1[fluorescence artefact?], ., -1, 1, 2
23. CCOC(=O)C1CCCN(c2c(C(=O)c3ccccc3)cnc3ccc(OC)cc23)C1 (stereo not drawn)
→ 4, -18, -2, -9, 3, 2, -2.9, -4, -7
24. CCOC(=O)c1oc2ccccc2c1NC(=O)COc1cccc(OC)c1
→ -4, -11, -30, 1, 2, -10, -0.17, -13, -3
25. O=C(Oc1ccc(-c2cnc3ccccc3n2)cc1)c1ccc(Br)o1
→ -56, 4, -19[20 µM], -1, 39, 4, -0.12, -19, -10
26. CCCCNc1ccc(S(=O)(=O)c2cccc([N+](=O)[O-])c2)cc1[N+](=O)[O-]
→ 22, 2, -21, 1, 1, 11, -0.98, 0, -8
27. O=C(O)c1cc(Cl)c(Cl)cc1C(=O)N1CCCC1
→ -3, -2, -11, -8, 3, 6, -0.11, -17, -1
28. CCOc1ccc(-c2c(C#N)c(N)nc3sc(C(=O)c4ccccc4)c(N)c23)cc1
→ -3, -44, -7, 3, -8, -252, -0.13, 70*, 5
29. CCn1c(=N)n(CC(O)c2ccco2)c2ccccc21 (stereo not drawn)
→ -14[fluorescence artefact?], -4, -13[20 µM], -2, -12[fluorescence artefact?], -5, 0.33, -9, -25
30. Cn1nccc1C(=O)N1CCN(c2ccc(F)cc2)CC1
→ 2, -21, -18[20 µM], -3, -4[fluorescence artefact?], 1, 1.2, -9, -17
31. COc1ccc(/C=C/C(=O)C2CC2)cc1COc1c(C)cccc1C
→ 2, -3, -21, -2, -14, 2, 0.035, -8, 0
32. Cc1ccc(S(=O)(=O)N2CC(O)C[C@H]2C(=O)OCC(=O)c2ccccc2)cc1 (stereo partly drawn)
→ 0, -5, -8, -1, 10, ., -0.54, -12, -4
33. CC(=O)n1cc(Nc2ccc([N+](=O)[O-])cc2)c2ccccc21
→ -1, -17, -4, 0, 19, -7, -0.072, 10, 7
34. O=C(OCC(=O)N1CCCC1)c1cccs1
→ 5, -13, -21, 2, 2, -17, -0.07, -11, -8
35. Cc1occc1C(=O)NNC(=S)NCc1ccccc1
→ -6, -3, -21, 2, 0, ., -0.026, -4, -4
36. O=C(NCC(c1cccs1)N1CCOCC1)c1ccccc1NS(=O)(=O)c1ccc(Cl)cc1 (stereo not drawn)
→ 1, 2, -17, -5, 23[fluorescence artefact?], 10, -0.62, 2, -5
37. CCOC(=O)C(=Cc1ccc(-n2ccnc2)cc1)C(=O)OCC
→ -3, 6, -11, -5, -6, -3, -0.44, 5, -5
38. C/C(=N\n1nnnc1Nc1ccccc1)c1ccc(N)cc1
→ -1[fluorescence artefact?], -9, -7, 5, -2, -6, ., -6, 4
39. CCOC(=O)c1cnc(SC)nc1Oc1cccc(NS(=O)(=O)c2ccc(Cl)cc2)c1
→ 3, 0, -9[20 µM], 2, 8, -1, ., -10, 14
40. Fc1ccc(CN2CCN3CCCC3C2C2CCCCC2)cc1F (stereo not drawn)
→ 8[fluorescence artefact?], -8, -6, -12, 59, 4, 0.0024, -5, -16
41. O=C(CN1CCN(c2ccc(Cl)cc2)CC1)N1CCCC1
→ 4, -12, -18[20 µM], -3, 0, -5, -0.05, -8, -7
42. C/C(CCC(=O)O)=N/Nc1ccc([N+](=O)[O-])cc1[N+](=O)[O-]
→ 5, -10, 3, -10, -3, 4, 1.2, -9, -15
43. Cc1cc(NS(=O)(=O)c2ccc(NC(=S)Nc3ccc(Cl)cc3C)cc2)no1
→ 3, -5, -20, 3, 4, -9, -0.36, -14, 4
44. CC(C)(C)NC(=O)CSc1ccc(C(C)(C)C)cc1
→ -6, 1, -14[20 µM], -2, 7[fluorescence artefact?], 0, -0.26, -15, -7
45. COc1ccc(/C=C/C(=O)OCC(=O)NCCC2=CCCCC2)cc1OC
→ 0, ., -28, 4, 6, ., -0.81, -13, 7
46. C=CCn1c(NC(=O)c2ccc(Br)o2)c(C(=O)OCC)sc1=S
→ 20, 3, -4, -7, 13[fluorescence artefact?], -3, 0.5, -3, -21
47. CC(C)OC(=O)c1nn2c(C(F)(F)F)cc(-c3ccc(Br)o3)nc2c1Br
→ 1, -5, -11, 4, -5, -12, ., 28, -3
48. Nc1ccn(Cc2cccc(Cl)c2)n1
→ 3, -2, -20, -17, -2, -27, ., -17, -5
49. COc1ccc(OC)c(Nc2nc(-c3sc(C)nc3C)cs2)c1
→ 1, -3, 10, 5, -2[fluorescence artefact?], 4, -2.3, 9, 29
50. CCc1ccccc1NC(=O)CN(C)Cc1nc(N)nc(Nc2ccccc2C)n1
→ -3, 2, -32, -6, -9, ., ., -18, -15
51. O=C(CCc1nnc(CCCCc2ccccc2)o1)NCCCc1cccnc1
→ -2, -12, -4, -3, -2, 2, ., -24, -5
52. COc1ccc(-n2c(N)c(C(=O)NCc3ccco3)c3nc4ccccc4nc32)cc1OC
→ -1, -14, -20, 1, 33[fluorescence artefact?], ., 0.19, -7, -16
53. CC(C)Cc1nc2oc3c(NCC(C)O)ncnc3c2c2c1CCCC2 (stereo not drawn)
→ 6, 5, -9, -8, 3, ., -1.2, -6, 1
54. CC1=C(CCN2CCN(C(C)C)C(CCO)C2)C(C)(C)CCC1 (stereo not drawn)
→ 1, -7, -26, -4, -9, ., ., -8, 0
55. CCS(=O)CCSC(=N)N (stereo not drawn)
→ -8[fluorescence artefact?], -4, -18[20 µM], 0, 1[fluorescence artefact?], 4, 0.51, -35, 0
56. NC(=O)c1ccccc1N/C=C1\CCCCC1=O
→ 1, 2, -14, -2, 16, -1, 0.42, 6, -4
57. O=C(OCc1nc2ccccc2s1)c1cnccn1
→ 1, -20, -30, 5, 12, -5, 0.064, -18, -15

Some of these compounds in order of count of non-hydrogen atoms, ascending.
Below each compound: eIF4E-4G inh, p47phox inh, Furin inh, thrombin 1536, 14-3-3 Bad PPI, Rad51 HR inh, KCC2 mod, EBV gp42 inh, KLK5 inh
55. CCS(=O)CCSC(=N)N (stereo not drawn)
→ -8[fluorescence artefact?], -4, -18[20 µM], 0, 1[fluorescence artefact?], 4, 0.51, -35, 0
53. CC(C)Cc1nc2oc3c(NCC(C)O)ncnc3c2c2c1CCCC2 (stereo not drawn)
→ 6, 5, -9, -8, 3, ., -1.2, -6, 1
52. COc1ccc(-n2c(N)c(C(=O)NCc3ccco3)c3nc4ccccc4nc32)cc1OC
→ -1, -14, -20, 1, 33[fluorescence artefact?], ., 0.19, -7, -16

Screening results as filed in PubChem BioAssay.
